Assay outcomes: PubChem, National Center for Advancing Translational Sciences (NCATS)
MCF10A rereplic: A quantitative high throughput screen for small molecules that induce DNA re-replication in MCF 10a normal breast cells | MCF 10A DNA re-replication, Hoechst nuclear intensity, 48 h | Potency, µM (titrated, usually from 46.1 µM), without a hit: at the top dose activity, positive = re-replication, most hits filed as activators | 350,000 compounds, 2.9% hits; further: potency means the concentration at half of the fitted maximal effect; % of control where 0% means no effect; nearly all actives have a fitted effect of over 50% in size
HT1080NT lethal: qHTS for induction of synthetic lethality in tumor cells producing 2HG: qHTS for the HT-1080-NT fibrosarcoma cell line. HT-1080-NT fibrosarcoma viability, CellTiter-Glo ATP luminescence, 48 h. Potency, µM (highest dose often 46.1 µM), for the others: top-dose activity, negative = less viability, hits mostly cytotoxic. 360,000 compounds, 1.6% hits. AID 686970, 2013;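 further: NT is the 2HG producing partner of a matched IDH1 knockdown line; potency means the concentration at half of the fitted maximal effect; 0% = DMSO-treated cells and -100% = media-only wells without cells; nearly all actives have a fitted effect of over 55% in size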
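Viability by CellTiter-Glo luminescence after 48 h compound exposure at 37C of HT-1080-NT cells (750/well, RPMI, 5% FBS). % activity scaled between DMSO wells and medium-only wells, then curve-fitted and categorized by curve class.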
SW480 rerep: A quantitative high throughput screen for small molecules that induce DNA re-replication in SW480 colon adenocarcinoma cells. Potency, µM (top dose mostly 46.1 µM), for the others: at the highest dose re-replication activation, most hits filed as activators. SW480 DNA re-replication, Hoechst DNA content imaging, 48 h. 340,000 compounds, 1.8% hits. AID 624297, 2012; further: potency means the concentration at half of the fitted maximal effect; % of control where 0% means no effect; nearly all actives have a fitted effect of over 55% in size
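Hoechst fluorescence of nuclei (405 nm excitation, 500-530 nm emission) measured by plate-scanning imager after 48 hr compound exposure at 37 C; re-replication scored as increased number of nuclei with elevated intensity.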
IL-1B inflam inh: qHTS for Inhibitors of Inflammasome Signaling: IL-1-beta AlphaLISA Primary Screen; THP-1 LPS/ATP IL-1B secretion, AlphaLISA, 16 h; active compounds read low; activity change, % at 57.5 µM; 360,000 compounds, 4.7% hits; in the data active means activity change below about -50%; inconclusive means mostly about -30% to -49%; further: on the % scale 0 is the no-effect control and ±100 the full control effect
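THP-1 cells pretreated 1 hr with compounds (up to 57.5 uM final), then stimulated with LPS (250 ng/mL final) plus ATP (1.25 mM final); secreted IL-1B measured by AlphaLISA after 16 hr, decreased signal indicating inhibition.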
ATXN2 expr inh: Primary qHTS for Inhibitors of ATXN expression | 360,000 compounds, 0.72% hits | Potency, µM (top dose mostly 57 µM), for inactives: at the top dose activity change, negative = inhibition, usual class: inhibitors | HEK-293 ATXN2-luciferase reporter, luminescence, 24 h | AID 1745845, 2022; further: potency means the concentration at half of the fitted maximal effect; on the % scale 0 is the no-effect control and ±100 the full control effect; nearly all actives have a fitted effect of over 55% in size
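qHTS (up to 57 uM final) was run with 24 h compound exposure of reporter cells at 37 °C. Each well was multiplexed: SteadyGlo luminescence measured ATXN2-luciferase expression after a fluorogenic Gly-Phe-AFC viability readout (25 uM final).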
HT1080 IDH1KD tx: qHTS for induction of synthetic lethality in tumor cells producing 2HG: qHTS for the HT-1080-IDH1KD cell line; HT-1080 IDH1 knockdown viability, ATP luminescence, 48 h; Potency, µM (top dose mostly 46.1 µM), for inactives: at the highest dose activity, negative = toxicity, most hits filed as cytotoxic; 360,000 compounds, 2% hits; AID 686971, 2013;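 further: potency means the concentration at half of the fitted maximal effect; 0% = DMSO wells and -100% = cell-free medium wells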
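In this qHTS, HT-1080 cells depleted of IDH1 are exposed for 48 h at 37 °C to compound titrations. Toxicity is scored from CellTiter-Glo luminescence, with DMSO as full viability and medium alone as none.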
S2 tox: Viability Counterscreen for Primary qHTS for Inhibitors of ATXN expression; S2 cells (HEK-293 line with an ATXN2-luciferase reporter) viability, CellTiter-Fluor protease fluorescence, 24 h; Potency, µM (series often up to 56.7 µM), usual class: cytotoxic; AID 651635, 2014; 400,000 compounds, 0.49% hits; further: potency means the concentration at half of the fitted maximal effect; nearly all actives have a fitted effect of over 40% in size
KB-V1 cytotox: qHTS assay for MDR1-selective chemotherapeutics: Primary screen using the drug-selected MDR subline cells KB-V1 | 400,000 compounds, 3.4% hits | Potency, µM (top dose mostly 46.1 µM), without a hit: at the highest dose activity change, negative = cytotoxicity, usual class: cytotoxic | KB-V1 MDR cells viability, CellTiter-Glo, 72 h; further: potency means the concentration at half of the fitted maximal effect; on the % scale 0 is the no-effect control and ±100 the full control effect; nearly all actives have a fitted effect of over 60% in size
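Cytotoxicity toward P-gp-expressing KB-V1 cells was determined as loss of CellTiter-Glo luminescence after 72 h at 37 degrees C. Compounds were tested in quantitative HTS format across a concentration range, with curves fitted to normalized data.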
KB-3-1 cytotox: qHTS assay for MDR1-selective chemotherapeutics: Primary screen using the parental adenocarcinoma cell KB-3-1; Potency, µM (doses to about 46.1 µM), without a hit: at the highest dose activity change, negative = cytotoxic, hits mostly cytotoxic; KB-3-1 viability, CellTiter-Glo ATP luminescence, 72 h; 400,000 compounds, 1.4% hits; further: potency means the concentration at half of the fitted maximal effect; on the % scale 0 is the no-effect control and ±100 the full control effect; nearly all actives have a fitted effect of over 60% in size
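Parental KB-3-1 adenocarcinoma cells in phenol-red-free DMEM with 10% FBS were pin-treated with compounds at several concentrations, incubated 72 h at 37 °C, and viability read by CellTiter-Glo luminescence; concentration-effect curves were fitted after normalization.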
* = called active by the depositor; i = inactive; ? = inconclusive; · = no result given; & = joins results of further samples; [ ] = dose if it differs, or a comment. Unless noted, the call rests on the fitted dose curve; in most records, active means well fitted curve in the direction sought with a large enough effect; inconclusive means small, poorly fitted or top-dose-only effect, or another doubt; inactive means no such curve, though single readings can be large; an effect the other way counts as inactive or inconclusive.

SMILES	MCF10A rereplic	HT1080NT lethal	SW480 rerep	IL-1B inflam inh	ATXN2 expr inh	HT1080 IDH1KD tx	S2 tox	KB-V1 cytotox	KB-3-1 cytotox
O=C(CNc1ccccc1Cl)Nc1cc(S(=O)(=O)N2CCOCC2)ccc1Cl	-3%	-4%	5%	-8	·	0%	i	5%	-2%
COn1c2c(c3c4no[n+]([O-])c4ccc31)CCCC2	24%	0%	-1%	-1	3%	-9%	i	-1%	2%
CCC(=O)Nc1ccc(NC(=O)c2c(C)nc3ccccn23)cc1	-1%	6%	0%	19	19%	2%[9.24 µM]	i	4%	-3%
COc1ccc(C2NC(=O)NC(O)(C(F)(F)F)C2C(=O)c2ccccc2)cc1OC (stereo unspecified)	?	4%	24%	1	1%	-5%	i	10%	6%
O=C(CSc1nc2ccccc2c(=O)n1C1CC1)NCc1ccccc1	-176%[0.0737 µM]	2%	-8%	7	-4%	5%	i	-18%	10%
COc1ccc(NS(=O)(=O)c2cc(C)ccc2C)cc1	?	-25%	?	29	-12%	?	i	-15%	7.3µM*
CC1CCC(NC(=O)c2cc3c(Cl)nc4ccccc4c3s2)CC1 (stereo unspecified)	·	·	·	·	13%	·	i	14%	?
CNC(=O)NC(=O)C(OC(=O)c1cccc(S(=O)(=O)N2CCCCC2)c1)c1ccccc1 (stereo unspecified)	5%	-2%	-30%[inhibitor]	2	2%	-12%	i	23µM*	0%
CCCS(=O)(=O)NC(=O)C1(C)CCCN(C(=O)c2cc(F)cc(F)c2)C1 (stereo unspecified)	·	19%	·	12	14%	17%	i	4%	0%
C[C@H](NC(=O)c1ccccc1Cl)C(=O)OCc1cn2cc(Cl)ccc2n1	1%	3%	-28%	12	7%	5%	i	7%	15%
O=C(COC(=O)c1ccc([N+](=O)[O-])o1)NCc1ccc2c(c1)OCO2	2%	5%	1%	10	-8%	2%	?	?	1%
COc1ccccc1CNC(=O)CN1C(=O)NC2(CCOc3ccccc32)C1=O (stereo unspecified)	-2%	1%	-15%	-5	5%	0%	i	16%	16%
COc1ccc(S(=O)(=O)N2CCCC(C(=O)N3CCN(c4ccccc4)CC3)C2)cc1Cl (stereo unspecified)	16%	4%	12%	-14	-16%	7%	?	·	·
O=C(COC(=O)CNC(=O)c1ccccc1)NCCNC(=O)COC(=O)CNC(=O)c1ccccc1	-3%	3%	-4%	-3	6%	7%	i	2%	3%
O=[N+]([O-])c1ccc(CN2CC(N3CCCC3)CS2(=O)=O)cc1 (stereo unspecified)	·	2%	·	-1	-13%	0%	i	9%	-9%
Cc1c(O)c(=O)ccn1Cc1ccccc1	?	-23%	?	91	?	-12%	i	-10%	-11%
O=C(CCn1c(=O)oc2ccccc21)Nc1ccc2c(c1)OCCO2	-4%	14%	-17%	-16	37%	3%	i	1%	10%
O=c1cc(CN2CCC3(CC2)OCCO3)c2c(ccc3ccccc32)o1	13%	-19%	0%	-12	-8%	-23%	i	-16%	7%
COc1cccc(-n2nc(-c3ccnn3-c3ccc(F)cc3)c(=O)n(C)c2=O)c1	2%	1%	0%	0	-6%	9%	i	-14%	-11%
COc1cccc(C2C(C(=O)c3cccs3)=C(O)C(=O)N2c2cc(C)on2)c1 (stereo unspecified)	3%	25%	-3%	5	11%	13%	i	-2%	?
CC(C)(C)CC(=O)Nc1nc(C(N)Cc2ccc(C(F)(F)F)cc2)cs1 (stereo unspecified)	·	16µM*	·	-84*	?	18µM*	?	?	?
Cc1ccc(-n2c(=O)c3cccnc3n2CC(=O)Nc2cccc(C)c2C)cc1	·	·	·	·	?	·	?	-1%	12%
O=C(CNC(=O)c1cccs1)NCC(=O)OCc1c(Cl)cccc1Cl	?	-3%	4%	12	4%	8%	i	3%	9%
CC12CCC(C(=O)Nc3ccccc3-n3cccc3)(CC1=O)C2(C)C (stereo unspecified)	0%	-6%	-16%	14	-12%	5%	i	?	2%
Cc1cc(NC(=O)c2ccc(F)cc2)ccc1NC(=O)c1ccco1	2%	-17%	-12%	·	-10%	-15%	i	?	-4%

Results in ATXN2 expr inh and HT1080NT lethal, for two of the compounds above:
Molecule,ATXN2 expr inh,HT1080NT lethal
C[C@H](NC(=O)c1ccccc1Cl)C(=O)OCc1cn2cc(Cl)ccc2n1,7%,3%
O=C(CNc1ccccc1Cl)Nc1cc(S(=O)(=O)N2CCOCC2)ccc1Cl,·,-4%

Later entries.
SMILES	MCF10A rereplic	HT1080NT lethal	SW480 rerep	IL-1B inflam inh	ATXN2 expr inh	HT1080 IDH1KD tx	S2 tox	KB-V1 cytotox	KB-3-1 cytotox
CCc1nc2ccc(C(=O)N(C)Cc3ccco3)cn2c1N(C)C(=O)Cc1ccccc1	·	12%	·	-1	4%	0%	i	2%	0%
CC(C)(C)c1nc(-c2ccccc2)nc2c1OCCC2	26µM*	22%	-3%	24	5%	7%	i	?	15%
O=C(CN1CCN(S(=O)(=O)c2ccc(Br)cc2)CC1)N/N=C/c1ccc(Br)s1	-7%	-20%	3%	?	-21%	?	i	21µM*	2%
COc1ccc(C(C(=O)Nc2ccc(C(C)C)cc2)N(C)C(=O)c2ccc(=O)[nH]c2)cc1 (stereo unspecified)	1%	-3%	-4%	-6	-5%[11.3 µM]	13%	i	4%	-2%
CN(C)c1ccc(-c2ccc3c(=O)c4ccccc4n(C)c3c2)cn1	?	2%	3%[9.22 µM]	51	6%	22%	·	3%	29%
C=CCOc1ccc(/C=C/C(=O)OCC(=O)NCc2cccs2)cc1	?	2%	0%	-4	43%[activator]	4%	i	1%	-9%
Cc1ccc(S(=O)(=O)N(C)c2ccc(C(=O)NCC(c3ccco3)N3CCCC3)cc2)cc1 (stereo unspecified)	·	0%	·	-17	·	-9%	i	-12%	-3%
C=CCN(c1cccc(C(F)(F)F)c1)S(=O)(=O)c1cccc(C(=O)OCC(=O)NCCC)c1	9%	5%	-15%	22	-16%[11.3 µM]	5%	i	0%	0%
COc1ccc(CCNC(=O)CCC(=O)c2cccs2)cc1OC	1%	0%	37%	0	6%	12%	i	?	11%
c1ccc(Cc2nnc3sc(-c4ccncc4)nn23)cc1	17%	3%	0%	-4	1%	-15%	i	0%	2%
O=C1c2ccccc2NC(c2ccccc2O)N1NS(=O)(=O)c1ccccc1 (stereo unspecified)	5%	8%	-7%	7	15%	23%	i	13%	0%
COC(=O)C1=C(C)OC(N)=C(C#N)C1C1CCCCC1 (stereo unspecified)	-1%	3%	-3%	-9	-1%	?	i	0%	0%
O=C(Nc1ccc(F)cc1)NC1CCCCCCC1	2%	0%	-8%	?	0%	-3%	i	-7%	-2%
Cc1nc2c(OCC(=O)c3ccc(F)cc3)cccn2c1N(C)Cc1cccs1	·	-1%	·	-11	10%	4%	i	0%	0%
CCOc1ccc(NC(=O)CN(C)C(=O)c2ccccc2OCc2cccc(C)c2)cc1OCC	?	-12%	?	-28	-2%	?	i	2.9µM*	-15%
CC(=O)c1cc(C#N)c(SCC(=O)OC(C)C)nc1C	6%	4%	-3%	11	25%	0%	i	?	0%
O=C(CNC(=O)C1CCCCC1)Nc1cc(Cl)cc(Cl)c1	5%	-3%	2%	11	6%	-22%	i	-7%	-6%
CC(C)(Cc1ccc(O)cc1)NC(=O)CC(=O)N/N=C/c1ccc([N+](=O)[O-])cc1	-1%	0%	-14%	22	-28%	-1%	i	11%	4%
CC12CCC(c3nnc(SCC(=O)Nc4cccc5ccccc45)nc31)C2(C)C (stereo unspecified)	2%	1%	2%	-24	-1%	4%	i	-1%	-17%
Cc1cc(NC(=O)COC(=O)[C@H](Cc2ccccc2)NC(=O)c2ccco2)no1	-6%	6%	-1%	-17	3%	5%	i	10%	6%
CC(NC(=O)COC(=O)c1ccc[nH]c1=O)c1ccccc1 (stereo unspecified)	-4%	4%	-4%	9	-1%	11%	i	16%	4%
COC(=O)c1ccc(OS(=O)(=O)N(C)C)cc1	-3%	2%	-2%	7	·	3%	i	-15%	1%
COCCCn1c(CCC(=O)O)ccc1-c1ccc(F)cc1	-1%	3%	-4%	15	-5%	-3%[9.24 µM]	i	1%	3%
O=C(CN1C(=O)c2ccccc2S1(=O)=O)Nc1ccccc1	6.5µM*	2%	0%	3	-17%	5%	i	11%	0%
OCCCNC(=S)Nc1ccc(Nc2ccccc2)cc1	-3%	12%	-12%	-15	8%[11.3 µM]	9%	i	-23%	4%
More records
SMILES	MCF10A rereplic	HT1080NT lethal	SW480 rerep	IL-1B inflam inh	ATXN2 expr inh	HT1080 IDH1KD tx	S2 tox	KB-V1 cytotox	KB-3-1 cytotox
Cc1ccc(N(CC(N)=O)C2SC(=O)NC2=O)cc1 (stereo unspecified)	?	1%	-4%&0%	-8	·	2%	i	21%	0%
Cc1ccc(N2C(=O)c3n[nH]c(C)c3C2c2ccc(Cl)cc2)cc1 (stereo unspecified)	·	·	·	·	-7%	·	?	5%	-6%
COc1ccc(Cc2nc3ccc(C(=O)NC(C)c4cn(C)nc4C)cc3o2)cc1 (stereo unspecified)	15%	1%	-4%	20	3%	3%	i	-10%	15%
CC(=O)NCCNc1nc2cc(-c3ccsc3)sc2c(=O)n1C	·	2%	·	33	1%	17%	i	-4%	0%
CC1Cc2ccccc2N1C(=O)c1ccc2nccnc2c1 (stereo unspecified)	1%	-11%	-3%	7	11%	-6%	i	-27%	-7%
COc1ccc(-c2cc(C(F)(F)F)n3nc(C)cc3n2)cc1	12%	0%	0%	3	-13%	4%	i	0%	8%
COc1cc(OC)cc(-c2nnc(SCC(=O)N3CCCCC3)o2)c1	22%	-1%	3%	32	9%	1%	i	4%	1%
